Screening results as filed in PubChem.
Y pestis TopoI: blocks Yersinia pestis topoisomerase I activity; Y. pestis Topo-I cleavage product accumulation, plate reader; activity, % at 10 µM; 360,000 compounds, 0.064% hits; in the data active = activity above about 50%, passing the limit was not always enough; inconclusive = no clear call, values can overlap the other calls; note: inactives centre near 2
PfHsp40 rescue: rescue of PfHsp40-mediated yeast toxicity | S. cerevisiae expressing PfHsp40, growth rescue, ATP luminescence | growth rescue, % at 12.5 µM | 340,000 compounds, 0.68% hits; in the data active = growth rescue above about 28%, passing the limit was not always enough; inconclusive = no clear call, values can overlap the other calls;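 note: yeast W303a lacking pdr1 and pdr3 grown in galactose medium; growth measured after three days at 30 °C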
BoNT-F LC inh: BoNT F light chain protease inhibition. Multiplex microsphere protease cleavage assay, flow cytometry. 360,000 compounds, 0.22% hits. inhibition, % at 10 µM; in the data active = inhibition above about 35%, passing the limit was not always enough; inconclusive = no clear call, values can overlap the other calls; note: plate controls were buffer without enzyme for full effect and enzyme alone for no effect
Anthrax LF inh2: anthrax lethal factor protease inhibition. 360,000 compounds, 0.12% hits. multiplex microsphere protease cleavage assay, LF. P15917. inhibition, % at 10 µM; note: plate controls were buffer without enzyme for full effect and enzyme alone for no effect
Target sequence (P15917 whole entry, looked up): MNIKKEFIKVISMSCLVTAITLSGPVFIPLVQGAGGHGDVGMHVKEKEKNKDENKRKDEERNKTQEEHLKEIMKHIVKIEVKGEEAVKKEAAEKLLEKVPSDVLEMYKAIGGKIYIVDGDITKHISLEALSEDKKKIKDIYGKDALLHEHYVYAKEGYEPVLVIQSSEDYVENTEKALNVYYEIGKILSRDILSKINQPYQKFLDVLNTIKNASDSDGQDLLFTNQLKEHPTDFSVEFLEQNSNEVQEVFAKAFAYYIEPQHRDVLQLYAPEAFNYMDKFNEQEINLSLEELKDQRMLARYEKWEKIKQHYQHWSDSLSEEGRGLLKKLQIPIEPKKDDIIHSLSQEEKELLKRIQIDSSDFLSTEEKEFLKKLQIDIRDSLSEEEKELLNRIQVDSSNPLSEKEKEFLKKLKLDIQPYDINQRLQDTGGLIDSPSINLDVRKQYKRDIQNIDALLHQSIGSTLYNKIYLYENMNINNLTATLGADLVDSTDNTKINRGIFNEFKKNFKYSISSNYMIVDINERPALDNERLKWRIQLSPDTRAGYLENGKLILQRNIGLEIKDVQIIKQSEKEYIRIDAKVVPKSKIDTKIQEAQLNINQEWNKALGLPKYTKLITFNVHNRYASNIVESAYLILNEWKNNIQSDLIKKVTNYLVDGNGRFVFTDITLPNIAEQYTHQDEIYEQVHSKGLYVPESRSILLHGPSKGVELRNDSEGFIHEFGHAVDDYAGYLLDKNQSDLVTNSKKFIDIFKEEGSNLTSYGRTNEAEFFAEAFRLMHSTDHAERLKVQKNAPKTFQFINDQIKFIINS
FadD28 FP inh: blocks FadD28 binding to the bisubstrate probe; fluorescence polarization; inhibition, % at 12.5 µM; AID 588549; 360,000 compounds, 0.22% hits; in the data active = inhibition above about 8.5%, passing the limit was not always enough; inconclusive = no clear call, values can overlap the other calls
CCHF vOTU inh: CCHFV vOTU protease inhibition | Pep-AMC fluorescence | AID 651958 | inhibition, % at 11.5 µM | 370,000 compounds, 0.55% hits; in the data active = inhibition above about 30%; note: 0% = vehicle wells with enzyme and 100% = no enzyme wells
BoNT A protease: blocks Botulinum neurotoxin A light chain protease | AID 588499 | multiplex microsphere protease substrate cleavage, flow cytometry | 360,000 compounds, 0.17% hits | inhibition, % at 10 µM; note: plate controls were buffer without enzyme for full effect and enzyme alone for no effect
TcdB inh: inhibitors of Clostridioides difficile toxin B glycohydrolase; P18177; TcdB glycohydrolase enzymatic assay, plate reader; inhibition, % at 9.99 µM; 350,000 compounds, 0.24% hits; AID 652162; in the data active = inhibition above about 10%
PrPC TRFRET: reduces human prion protein on the cell surface; cell surface PrPC, TR-FRET read-out; P04156; 370,000 compounds, 0.43% hits; inhibition, % at 13.8 µM; in the data active = inhibition above about 24%; note: 0% = median of the test wells and 100% = reference compound wells
An asterisk follows results filed as active; ? = inconclusive; . = no result given. Cut-off read from the data, not from the text of the source, unless noted: active = inhibition above about 30%; inconclusive = no clear call, values can overlap the other calls; inactive = below that.

SMILES	Y pestis TopoI	PfHsp40 rescue	BoNT-F LC inh	Anthrax LF inh2	FadD28 FP inh	CCHF vOTU inh	BoNT A protease	TcdB inh	PrPC TRFRET
Cn1cccc1C(=O)NNC(=O)c1ccccc1Br	-14	0.4	16	1	1.2	-3	0.3	-0.4	-2
CCc1ccc(NC(=O)C2CCCN(S(=O)(=O)c3cnc[nH]3)C2)cc1 (stereo not given)	-4	1.0	-2	-3	-1.0	.	2.5	.	.
Cc1cccc(C)c1NS(=O)(=O)c1c(C(=O)N2CCCCC2)c(C)n(C)c1C	6	0.9	10	5	-1.5	-6	5.6	0.7	1
O=C(Nc1ccc(Br)cc1)N1CCCC(O)C1 (stereo not given)	11	0.2	0	-2	0.5	5	-0.1	-0.1	8
Cc1ccc(C)c(NC(=O)c2ccc3ccccc3n2)c1	13	0.1	19	-3	-3.1	14	0.0	.	-2
CC(=O)Nc1ccc(S(=O)(=O)N2CCN(c3ccc(C)c(Cl)c3)CC2)cc1	-10	-0.2	-8	-4	-1.6	-4	0.2	0.6	0
Cc1nc(NC(=O)c2c(-c3ccccc3Cl)noc2C)sc1C	7	-0.2	8	1	-0.9	-5	2.2	-0.7	2
COc1ccc(-c2coc3c(C(=O)NCCN(C)C)cccc23)c(C)c1	3	.	2	-2	-36	5	0.8	0.7	-1
O=c1c2[nH]c3ccccc3c2ncn1CCN1CCNCC1	17	-1.2	-4	-12	-1.6	-13	-0.7	.	-6
CNc1cnc(-c2ccccc2OC)cn1	-5	.	-6	0	-2.3	-132	-0.5	1.0	-6
COc1ccc(OC)c(S(=O)(=O)NCc2cn3cccc(C)c3n2)c1	8	-1.6	11	-5	-0.6	-16	0.1	0.9	11
CC(C)CNC(=O)C1CCN(c2ccc(S(=O)(=O)N3CCOCC3)cc2)CC1	4	-0.6	-9	0	-4.0	-7	0.7	.	-4
Cc1nn(C)cc1S(=O)(=O)NC1CCCC1	-9	1.0	-7	-1	-2.1	-3	-1.5	0.4	1
Cn1cccc1Cc1nnc(SCC(=O)NCC2CCCO2)n1-c1ccc(F)cc1 (stereo not given)	-2	6.0	-9	-6	-0.4	-7	-1.0	0.2	1
COc1ccc(NC(=O)COC(=O)c2cccn2C)cc1S(=O)(=O)N1CCCCC1	17	1.1	-4	-11	-1.0	-5	0.5	-0.9	8
O=C(Nc1ccc2c(c1)OCO2)c1c(F)cccc1F	-1	0.0	-20	-2	-4.4	7	-0.3	.	-7
CN(C(=O)CSc1ncn[nH]1)C1(C#N)CCCCC1	9	-1.2	-9	-1	-1.2	4	0.1	0.5	5
Cc1onc(-c2c(F)cccc2Cl)c1C(=O)N1CCCCC1	7	0.8	-1	-3	-0.9	-5	1.9	0.6	8
CC(C)COP(=O)(c1ccc(N(C)C)cc1)C(O)c1cccnc1 (stereo not given)	-13	-1.6	?	-11	0.1	11	2.4	-0.1	-3
COc1ccccc1NC(=O)/C(=C/c1ccncc1)NC(=O)c1ccccc1	6	-1.0	-13	-5	0.1	2	-5.1	0.4	-2
Cc1ccc(NC(=O)COC(=O)c2ccc3c(c2)OCO3)cc1S(=O)(=O)N1CCCCC1	-4	-0.4	-1	-1	-1.8	-7	-0.3	1.0	-2
CCCC(C(=O)NC(C)(C)C)N(Cc1ccccc1)C(=O)c1snc(C(N)=O)c1N (stereo not given)	8	.	-4	-7	-1.4	0	-0.4	1.5	0
CCCNC(=O)C1(C)CCCN(Cc2cccc3ccccc23)C1 (stereo not given)	19	.	1	3	-1.4	0	0.0	0.0	5
CC(C)(C)C(=O)c1c(N)[nH]c(C(=O)c2ccccc2)c1-c1ccc(Cl)cc1Cl	.	.	6	-2	.	0	-0.1	0.5	0
CCOC(=O)c1ccc(NCCOC)c([N+](=O)[O-])c1	-1	0.6	-3	-1	-1.0	13	-0.3	1.2	-17
COc1ccc(C(O)c2nc(-c3ccc(OC)c(OC)c3)cs2)cc1 (stereo not given)	2	.	-5	-7	-0.2	14	-0.6	0.3	17
CCOP(=O)(C#Cc1ccccc1)C(O)c1ccc(Br)cc1 (stereo not given)	7	0.2	.	-4	-0.8	2	?	1.2	1
CCn1c(COc2ccc(C)cc2)nnc1SCC(=O)Nc1ccc(S(N)(=O)=O)cc1	14	-0.4	6	-1	-2.4	2	0.1	.	-1
CCOC(=O)NC(=O)/C(C#N)=C/c1ccc(N(C)C)cc1	-6	0.4	-7	-6	-1.1	5	-1.7	0.2	-5
COc1ccc(C(O)c2ncc(-c3ccccc3)[nH]2)c(OC)c1 (stereo not given)	10	.	-10	-6	-0.5	-3	-0.3	0.6	-4

Reformatted field by field: part of the list above
CC(C)(C)C(=O)c1c(N)[nH]c(C(=O)c2ccccc2)c1-c1ccc(Cl)cc1Cl
- Y pestis TopoI = .
- PfHsp40 rescue = .
- BoNT-F LC inh = 6
- Anthrax LF inh2 = -2
- FadD28 FP inh = .
- CCHF vOTU inh = 0
- BoNT A protease = -0.1
- TcdB inh = 0.5
- PrPC TRFRET = 0
COc1ccc(C(O)c2ncc(-c3ccccc3)[nH]2)c(OC)c1 (stereo not given)
- Y pestis TopoI = 10
- PfHsp40 rescue = .
- BoNT-F LC inh = -10
- Anthrax LF inh2 = -6
- FadD28 FP inh = -0.5
- CCHF vOTU inh = -3
- BoNT A protease = -0.3
- TcdB inh = 0.6
- PrPC TRFRET = -4
CC(C)COP(=O)(c1ccc(N(C)C)cc1)C(O)c1cccnc1 (stereo not given)
- Y pestis TopoI = -13
- PfHsp40 rescue = -1.6
- BoNT-F LC inh = ?
- Anthrax LF inh2 = -11
- FadD28 FP inh = 0.1
- CCHF vOTU inh = 11
- BoNT A protease = 2.4
- TcdB inh = -0.1
- PrPC TRFRET = -3
CCc1ccc(NC(=O)C2CCCN(S(=O)(=O)c3cnc[nH]3)C2)cc1 (stereo not given)
- Y pestis TopoI = -4
- PfHsp40 rescue = 1.0
- BoNT-F LC inh = -2
- Anthrax LF inh2 = -3
- FadD28 FP inh = -1.0
- CCHF vOTU inh = .
- BoNT A protease = 2.5
- TcdB inh = .
- PrPC TRFRET = .

Following part.
SMILES	Y pestis TopoI	PfHsp40 rescue	BoNT-F LC inh	Anthrax LF inh2	FadD28 FP inh	CCHF vOTU inh	BoNT A protease	TcdB inh	PrPC TRFRET
COC(=O)C1CCN(C(=O)COC(=O)c2ccc3[nH]c4c(c3c2)CCCC4)CC1	23	-1.1	.	.	-2.1	-2	.	-4.1	-1
CC1Cc2ccccc2N1C(=O)COC(=O)CSc1ccc(F)cc1 (stereo not given)	18	-0.2	-7	2	-3.7	-6	-1.4	1.1	7
CSc1nnc(-c2ccc(F)cc2)o1	-3	-1.6	5	-7	-1.0	-7	-0.4	.	4
COc1ccc(NC(=O)c2cc([N+](=O)[O-])ccc2N2CCN(C)CC2)cc1	-7	-0.3	4	1	0.7	5	1.0	1.3	-17
O=C(Nc1nc2ccccc2s1)c1ccc(OCC2CCCO2)cc1 (stereo not given)	2	6.5	-6	1	-2.0	-4	-0.3	0.3	7
O=C(Cn1cnnn1)NCc1ccccc1	1	1.2	-3	1	0.7	3	-0.6	1.2	3
N#C/C(=N\Nc1ccc(Cl)cc1)C(=N)N1CCCCCC1	5	-0.4	-1	2	0.5	0	-0.6	1.3	-10
COc1ccccc1/C=N/n1nnnc1N	-6	-1.1	-13	-7	-0.1	2	1.5	0.9	-2
CC(C)c1cc(C(=O)N2CCCC(Nc3ccc(F)c(F)c3)C2)nc(N)n1 (stereo not given)	-1	0.5	5	0	-1.4	-6	-0.4	-0.3	-6
O=C(CCc1nnc(CCCc2ccccc2)o1)NCC(F)(F)F	1	-1.3	0	1	-1.7	4	0.3	0.7	9
CCCCCCCOc1ccc(OC(=O)c2ccncc2)cc1	1	2.4	-4	-1	-0.2	1	-0.7	5.7	-1
CCC1Sc2ccc(S(=O)(=O)CCC(=O)N3CCc4ccccc43)cc2NC1=O (stereo not given)	2	-0.8	-2	-1	0.7	-2	-1.4	-0.1	1
CCOC(=O)CCn1nc(-c2ccc(C)cc2)c2ccccc2c1=O	10	2.2	-6	-8	-0.6	-6	-2.8	1.0	4
COc1cc(C(=O)NC(C)Cc2cccs2)cc(OC)c1OC (stereo not given)	2	-0.2	4	-1	-2.1	11	-0.1	0.3	-2
NS(=O)(=O)c1ccc(NC(=O)c2cc(=O)c3ccccc3o2)cc1	-4	1.4	-11	0	-2.2	9	-2.0	0.5	-35
Cc1occc1C(=O)N/N=C/c1c(O)ccc2ccccc12	-1	0.3	6	-2	-2.1	-12	1.0	1.1	-5
O=C(CN1C(=O)c2ccccc2S1(=O)=O)NC1CC2CCC1C2 (stereo not given)	1	0.4	4	-4	1.3	21	-0.4	-0.5	-3
Nc1ccc(CN2CCOCC2)cc1	3	-0.5	-4	-3	-1.2	0	-0.7	2.7	-1
COc1ccc(CNC(=O)C2CCN(S(=O)(=O)c3cccc(C(F)(F)F)c3)CC2)cc1	-11	-0.7	22	-2	-1.3	-3	4.5	2.2	3
COc1cc(/C=C/C(=O)OCC(=O)NC(=O)NCc2ccco2)ccc1OC(F)F	17	0.1	0	-2	-3.0	-2	-0.1	0.4	7
Cc1ccc(S(=O)(=O)C(CCC(=O)c2ccc(Cl)cc2)C(N)=O)cc1 (stereo not given)	9	3.7	-7	1	-4.6	-8	-4.1	.	-8
CC(NC(=O)c1ccc(-c2cc(C(F)(F)F)ccc2Cl)o1)c1ccccc1 (stereo not given)	16	0.8	0	1	-2.8	7	?	.	-2
Cc1cccc(NC(=O)CNC(=O)N2CC(=O)Nc3ccccc32)c1C	3	0.1	-2	-2	-1.1	5	-2.1	-0.6	0
O=S(=O)(Nc1ncn[nH]1)c1ccc(Cl)cc1	1	-0.6	2	-1	-0.3	-9	1.0	.	11
COc1ccc(CCNC(=O)COc2ccc(S(=O)(=O)NCC(C)C)cc2Cl)cc1OC	15	1.2	-1	0	-1.0	-2	-0.1	1.7	0
COc1cccc(CNC(=O)C(=O)NCCC2CCCCN2S(=O)(=O)c2cccs2)c1 (stereo not given)	-2	0.2	.	.	-0.8	10	.	1.6	2
COc1ccc(NC(=O)C(=O)NCCN2CCN(C(=O)C(c3ccccc3)c3ccccc3)CC2)cc1	2	-0.2	6	2	-1.6	0	0.7	.	-3
Cc1ccc(Nc2nc(C)cs2)cc1	-3	-3.2	-3	-1	-1.9	-11	-0.1	0.7	0
CCCn1c(SCC(=O)N(C2CCCCC2)C2CCS(=O)(=O)C2)n[nH]c1=O (stereo not given)	2	0.6	3	5	-2.3	6	0.1	-3.0	1
O=C(Nc1ccc(Cl)c(Cl)c1)Nc1ccc([N+](=O)[O-])cn1	10	-0.4	12	9	-0.1	2	1.4	-0.3	7
COc1ccc(NC(=O)C2CCCN(S(=O)(=O)c3cccc4cccnc34)C2)cc1 (stereo not given)	-6	-1.1	-2	5	-0.4	-5	0.2	2.5	-2
O=[N+]([O-])c1cc(C(F)(F)F)cc([N+](=O)[O-])c1N1CCCNCC1	8	-0.2	-9	-9	-5.1	11	-0.6	0.5	-23
O=C(Cc1ccccc1)N/N=C/c1ccc(OCC(=O)Nc2ccccc2)cc1	2	0.6	-4	-6	-2.2	6	0.3	.	5
COc1cccc(C(=O)O/N=C(\N)c2ccncc2)c1OC	4	-2.1	-14	-1	-0.1	-6	-0.2	.	2
C=CCNC(=S)NNC(=O)CCC(O)COCCC(C)C (stereo not given)	13	-0.4	0	5	-4.0	-7	-0.7	0.6	5
CCC(CC)C(=O)Oc1c(C(=O)N(C)C)cccc1-c1ccccc1	29	-1.6	-2	-6	-4.7	11	0.2	0.9	3
COc1ccccc1NS(=O)(=O)c1cc(C(=O)NCC(c2cccs2)N2CCOCC2)ccc1C (stereo not given)	11	0.4	6	-3	0.1	-2	-0.4	-1.3	1
COCCn1c(SCC(=O)NC(=O)NC(C)C)nc2ccccc21	5	-1.0	-4	-2	-1.7	3	-0.8	.	3
CC(C)c1ccc(CC(=O)N2CCC2(C)C(=O)NCC(C)(C)C)cc1 (stereo not given)	21	.	2	9	0.7	-1	-0.1	1.8	9
Cc1c(NC(=O)c2ccc(S(=O)(=O)N3CCOCC3)cc2)cccc1[N+](=O)[O-]	6	-1.2	-3	7	-1.5	4	2.0	1.1	-6
Cc1cc(=O)oc(C)c1C(=O)Nc1ccc(F)cc1	2	-0.1	?	12	-1.1	-11	-3.5	1.2	-1
